AI-2 QS mod: modulates the Vibrio harveyi AI-2 quorum sensing system. activity change, % at 7.5 µM. 0.4% of 300,000 active. Vibrio harveyi JMH597 AI-2 luminescence/OD600 ratio, 9 h; stronger effect = lower value; strain lacks LuxN and CqsS sensors; 0 = neutral-control median; in the data active = activity change below about -75%, passing the limit was not always enough; inconclusive = no clear call, values can overlap the other calls;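 note: luminescence divided by OD600 gain over 9 h not by final OD600 alone; inactives centre near 13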
HIF activator: HIF pathway transcriptional activation; activation, % at 7.5 µM (by protocol); 0.32% of 300,000 active; U2OS HRE-luciferase reporter, luminescence; normalized: DMSO 0%, desferrioxamine 100%;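 active = mean activation of at least 10% of the iron chelator positive control signal, with at least half of replicates also reaching 10%; inconclusive = mean and replicate majority disagree about reaching 10%; inactive = mean and most replicates under 10%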
TRPC4 inh: TRPC4 (mouse) channel inhibition | Q9QUQ5 | HEK293 TRPC4beta/mu-opioid, DAMGO-evoked Fluo4 calcium flux; stronger effect = lower value | B-score at 10 µM | 0.39% of 300,000 active | AID 2247;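 active = B-score over 3 SD under the library average, no early fluorescence shift, positive overall ratio signal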
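Assay system – HEK293 line stably carrying TRPC4beta and mu-opioid receptor · Doses – single dose · Detection – Fluo4 calcium-dye fluorescence, kinetic read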
TRPC4 agonist: opens the mouse TRPC4 cation channel; B-score at 10 µM; 0.49% of 310,000 active; AID 2237; Q9QUQ5; HEK293 TRPC4beta/mu-opioid, Fluo4 calcium fluorescence; stronger effect = higher value;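 active = B-score above 5 SD of library B-scores, and initial fluorescence ratio not above library mean plus 5 SD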;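 note: positive B-score marks a calcium rise read as TRPC4 activation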
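Material: TRPC4beta and mu-opioid receptor HEK293 stable cells | Incubation: 45 min room-temperature Fluo4 loading, 110 s read | Detection: Kinetic Fluo4 calcium fluorescence | Measure: Integrated baseline-normalised fluorescence ratio, converted to per-well B score | Benchmarks: Low control buffer alone, high control maximal DAMGO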
TRPC6 act: mouse TRPC6 channel activation. Q61143. HEK293-TRPC6 membrane potential dye fluorescence; stronger effect = higher value. B-score at 10 µM. 0.13% of 310,000 active;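 active = B-score of the integrated fluorescence ratio above library mean plus 3 SD, and starting fluorescence ratio within library mean plus 5 SD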;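 note: higher score means more depolarization so channel activation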
MrgX1 allo act: human MrgX1 positive allosteric modulation, primary screen; MrgX1-HEK293, Fluo-4 calcium flux, FDSS; stronger effect = higher value; B-score at 10 µM; 0.63% of 310,000 active; Q96LB2; AID 588675;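 active = plate-corrected calcium response at least 3 library SD above typical, normal starting fluorescence, not activating the receptor alone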;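 note: compound read alongside a low EC10 to EC30 dose of BAM8-22 agonist; peak minus trough fluorescence over baseline measured at the second addition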
Target sequence (Q96LB2 whole entry, looked up): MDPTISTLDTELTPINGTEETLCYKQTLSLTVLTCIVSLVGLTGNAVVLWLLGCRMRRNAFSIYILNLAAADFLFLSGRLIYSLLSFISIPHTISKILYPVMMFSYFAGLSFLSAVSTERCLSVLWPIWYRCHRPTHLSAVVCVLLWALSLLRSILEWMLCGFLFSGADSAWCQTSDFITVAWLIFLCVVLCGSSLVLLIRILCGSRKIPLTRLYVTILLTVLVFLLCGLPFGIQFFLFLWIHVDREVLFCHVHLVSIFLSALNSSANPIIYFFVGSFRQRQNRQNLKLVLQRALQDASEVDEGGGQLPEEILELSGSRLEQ
TRPC6 inhibitor: mouse TRPC6 channel inhibition | Q61143 | HEK293-TRPC6, membrane potential dye, ACh-evoked depolarization; stronger effect = lower value | B-score at 10 µM | 1.1% of 310,000 active | AID 2553;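 active = B-score under library mean minus 3 SD, initial fluorescence not abnormally high, positive integrated signal ratio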;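 note: B-score derived from integrated fluorescence ratio over the kinetic read; more negative B-score means stronger inhibition of depolarization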
MrgX1 antagonist: antagonists of human MrgX1 receptor. MRGX1-HEK293 calcium flux, Fluo-4, BAM8-22 antagonism; stronger effect = lower value. B-score at 10 µM. 1.3% of 310,000 active. AID 588676;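 active = calcium-response B-score plate-corrected more than 3 library SD below zero, starting fluorescence within 5 deviations, no agonist response on first addition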;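 note: peak minus trough fluorescence over baseline after final BAM8-22 challenge near maximal dose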
PolyA inh: yeast polyadenylation inhibition; calls only at 12 µM; AID 1875; S. cerevisiae SKY197-pL101 polyadenylation reporter, beta-gal luminescence; efflux-impaired pdr1/pdr3 knockout yeast; score 100 = 6 SD above DMSO; 0.02% of 300,000 active;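 active = lowest replicate activity score at least 50, where 100 means six control SD above control mean; inconclusive = lowest score under 50 but half or more replicates reach 50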;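 note: yeast exposed to compound for 9 h at 30 °C; higher score means more reporter readthrough which indicates perturbed polyadenylation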
TRPC4 potent: TRPC4 (mouse) allosteric potentiation; Q9QUQ5; HEK293 TRPC4beta/mu-opioid, DAMGO EC20, Fluo-4 Ca2+ flux; stronger effect = higher value; B-score at 10 µM; 0.42% of 310,000 active; AID 2227;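 active = B-score of calcium response area above 5 SD of library B-scores, with initial fluorescence ratio within 5 SD of library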;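 note: B-score of integrated fluorescence ratio over time as area under calcium response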
MrgX1 agonist: activates human MrgX1 receptor signaling; Q96LB2; MrgX1-HEK293 cells, Fluo-4 calcium fluorescence, agonist mode; stronger effect = higher value; B-score at 10 µM; 0.44% of 310,000 active;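 active = calcium response B-score plate-corrected fluorescence ratio at least 3 library SD, with starting fluorescence B-score inside 5 SD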
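System: HEK293 cells stably expressing human MrgX1 receptor; Dosing: test compound in the initial addition of three; Schedule: overnight plating, then 30 min 37 °C plus 30 min room-temperature dye loading; Detection: kinetic calcium dye fluorescence, Fluo-4 NW; Controls: per-plate positive and negative controls for Z′ factor.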
Active calls of the source: *; i = inactive; ? = inconclusive; . = no result given. Only part of the results is shown. The share of hits here may be higher or lower than overall.

SMILES	AI-2 QS mod	HIF activator	TRPC4 inh	TRPC4 agonist	TRPC6 act	MrgX1 allo act	TRPC6 inhibitor	MrgX1 antagonist	PolyA inh	TRPC4 potent	MrgX1 agonist
Cc1ccc2nccc(C(=O)N3CCCC(N4CCN(c5ccc(F)cc5)CC4)C3)c2c1 (configuration not stated)	18	-0.5	i	i	i	i	i	i	i	i	i
CCN(c1ccccc1)S(=O)(=O)c1ccc(NC(=S)NC(=O)c2ccc(Br)o2)cc1	30	0.1	i	i	i	i	i	i	i	i	i
COCCCNC(=S)N1CCN(C(c2ccccc2)c2ccccc2)CC1	-1	0.0	i	i	i	i	i	i	i	i	i
CCCc1ccc(C(=O)[C@@H]2[C@@H](C(C)=O)N3c4ccc(F)cc4C=C[C@@H]3[C@@]23C(=O)Nc2ccccc23)cc1	27	-0.5	i	i	i	i	i	i	i	i	i
Cc1nn(C(=O)c2ccco2)c(C)c1Br	32	-0.2	i	i	i	i	i	i	i	i	i
CCOc1ccc(NC(=O)c2sc3nc(C)nc(N4CCOCC4)c3c2C)cc1	68	-0.4	i	i	i	i	i	i	i	i	i
CC(=O)Nc1cccc(NC(=O)c2cccc(-c3ccc(O)cc3)c2)c1	22	0.1	i	i	i	i	i	i	i	i	i
COc1cc(/C=N/NC(=O)CCN2CCCCC2)ccc1O	7	-0.2	i	i	i	i	i	i	i	i	i
CCCn1c(=O)c2sccc2n2c(CCCC(=O)NCc3cccnc3)nnc12	4	-0.3	i	i	i	i	i	i	i	i	i
COc1ccc(C2(C)NC(=O)N(CC(=O)NCCC3=CCCCC3)C2=O)cc1OC (configuration not stated)	51	-0.2	i	i	i	i	i	i	i	i	i
CN(c1ccccc1)S(=O)(=O)c1ccc(Cl)c(C(=O)Nc2ccc(N3CCOCC3)cc2)c1	15	0.5	i	i	i	i	i	i	i	i	i
COc1ccc(CC(=O)OCC(=O)Nc2cccc(Br)c2)cc1	-76*	0.5	i	i	i	i	i	i	i	i	i
Cn1nnc(NC(=O)c2cccc([N+](=O)[O-])c2)n1	14	?	i	i	i	i	i	i	i	i	i
O=C(N1CCOCC1)N(CCN1CCOCC1)Cc1cccc2ccccc12	16	-0.3	i	i	i	i	i	i	i	i	i
O=C(COC(=O)COc1cccc(Br)c1)Nc1c(Cl)cccc1Cl	9	-0.2	i	i	i	i	i	i	i	i	i
O=C(CSc1nnc(-c2ccco2)c(-c2ccco2)n1)c1ccccc1	50	-0.2	i	i	i	i	i	i	i	i	i
NCC12CC3CC(C1)CC(c1ccc(Cl)cc1)(C3)C2	-3	-4.1	i	61*	i	i	-7.1*	i	i	i	34*
CC(=O)c1c(C)[nH]c(C(=O)NCCC2=CCCCC2)c1C	15	4.0	i	i	i	i	i	i	i	i	i
CC(Sc1nc2c(N)ncnc2n1CCOc1ccccc1)C(=O)O (configuration not stated)	17	-2.1	i	i	i	i	i	i	i	i	i
CCOc1ccccc1CN1CCC(Oc2ccc(C(=O)NCc3ccccn3)cc2)CC1	14	-1.7	i	i	i	.	i	.	i	i	.
CC(C)(C)NC(=O)C(=O)NCc1ccccn1	6	0.7	i	i	i	i	i	i	i	i	i
CCOC(=O)c1ccc(NC(=O)CSc2nnc(COc3ccccc3)n2C)cc1	33	0.1	i	i	i	i	i	i	i	i	i
COc1ccccc1NC(=S)NCc1ccccn1	19	0.9	i	i	i	i	i	i	i	i	i
CS(=O)(=O)N(CC(=O)NCCSCc1ccco1)c1ccc(Cl)cc1	4	0.7	i	i	i	i	i	i	i	i	i
CN(C)C(=O)c1ccc(NC(=O)CN2C(=O)NC3(CCCc4ccccc43)C2=O)cc1 (configuration not stated)	3	-0.2	i	i	i	i	i	i	i	i	i

Next compounds follow.
SMILES	AI-2 QS mod	HIF activator	TRPC4 inh	TRPC4 agonist	TRPC6 act	MrgX1 allo act	TRPC6 inhibitor	MrgX1 antagonist	PolyA inh	TRPC4 potent	MrgX1 agonist
NC(=O)c1ccc(S(=O)(=O)N2CCSCC2)cc1	10	-1.3	i	i	i	i	i	i	i	i	i
COc1ccccc1N1C(=O)c2cccc3cccc(c23)C1=O	5	-0.4	i	i	i	i	i	i	i	i	i
COc1cccc(-c2noc(C3CCCN(C(=O)c4ccc(F)cc4)C3)n2)c1 (configuration not stated)	-7	0.2	i	i	i	i	i	i	i	i	i
CCCCC(=O)Nc1ccc2oc(-c3cccnc3)nc2c1	11	.	i	i	i	i	i	i	.	i	i
C=CCC(C=C)S(=O)(=O)c1ccc(C)cc1 (configuration not stated)	17	0.6	i	i	i	i	i	i	i	i	i
COc1cccc(-n2c(SCC(=O)c3c[nH]c4ccccc34)nc3ccccc3c2=O)c1	24	-0.4	i	i	i	i	i	i	i	i	i
CC1CCCCC1NC(=O)CN1CCN(Cc2ccccc2Cl)C1=O (configuration not stated)	35	-0.5	i	i	i	i	i	-10*	i	i	i
COc1ccccc1-c1nnc2n1N=C(c1ccc(O)c(O)c1)CS2	14	1.2	i	i	i	i	i	i	i	i	i
Cc1ccccc1CNS(=O)(=O)c1ccccc1[N+](=O)[O-]	-9	-0.6	i	i	i	i	i	i	i	i	i
Cc1nc(NCc2ccco2)c2c(C)c(C)sc2n1	23	0.9	i	i	i	i	i	i	i	i	i
COc1ccc(S(=O)(=O)Cc2ccc(C(=O)NC3CCCCC3)o2)cc1	3	-0.6	i	i	i	i	i	i	i	i	i
CC(c1ccccc1)c1nnc(N)s1 (configuration not stated)	-2	-0.5	i	i	i	i	i	i	.	i	i
O=C(NNC(=O)c1cc(Br)ccc1Cl)c1csc(N2CCOCC2)n1	3	0.0	i	i	i	i	i	i	i	i	i
CN(C(=O)c1cccnc1)c1nnc(-c2cccnc2)s1	0	-1.4	i	i	i	i	i	i	i	i	i
COc1ccc(-c2noc(N3CCCC(C(=O)Nc4ccc(F)cc4F)C3)n2)cc1 (configuration not stated)	5	1.4	i	i	i	i	i	-4.6*	i	i	i
CCCCOc1ccc(C(=O)NCCC(=O)NCCCC(=O)OCC)cc1	19	-0.3	i	i	i	i	i	i	i	i	i
CCCCN=C1NN=C(c2cccc([N+](=O)[O-])c2)CS1	16	-0.2	i	i	i	i	i	i	i	i	i
COc1cccc(N2C(=O)Nc3ccc(Br)cc3C2(O)C(=O)NCCN(C)C)c1 (configuration not stated)	-2	0.3	i	i	i	i	i	i	i	i	i
Cc1cccc(OCC(=O)Nc2cccc(C(=O)Nc3ccccc3C(=O)O)c2)c1	10	-36	i	i	i	i	i	i	i	i	i
COc1ccc2cc(C(=O)Nc3c(C)n(C)n(-c4ccccc4)c3=O)sc(=O)c2c1OC	16	-0.1	i	i	i	i	i	i	i	i	i
CS(=O)(=O)N(CC(=O)N1CCCCCC1)c1cc(Cl)ccc1Cl	31	0.1	i	i	i	i	i	i	i	i	i
CC(=O)Nc1cccc(Oc2ncnc3scc(-c4ccc(C)cc4)c23)c1	27	-0.3	i	i	i	i	i	i	i	i	i
CCc1ccccc1S(=O)(=O)Cc1ccc(C(=O)NCCc2ccccc2)o1	10	1.2	i	i	i	i	i	i	i	i	i
CCCCCCSC1=C(C#N)C(c2ccccc2)CC(=O)N1 (configuration not stated)	8	.	i	i	i	i	i	i	i	i	i
COc1cccc(C(=O)C2CCCN(Cc3cccc(-n4cccn4)c3)C2)c1 (configuration not stated)	4	-0.2	i	i	i	i	i	i	i	i	i

A second format for part of the listing above:
COc1cccc(-c2noc(C3CCCN(C(=O)c4ccc(F)cc4)C3)n2)c1 (configuration not stated)
  AI-2 QS mod = -7 | HIF activator = 0.2 | TRPC4 inh = i | TRPC4 agonist = i | TRPC6 act = i | MrgX1 allo act = i | TRPC6 inhibitor = i | MrgX1 antagonist = i | PolyA inh = i | TRPC4 potent = i | MrgX1 agonist = i

CCCCC(=O)Nc1ccc2oc(-c3cccnc3)nc2c1
  AI-2 QS mod = 11 | HIF activator = . | TRPC4 inh = i | TRPC4 agonist = i | TRPC6 act = i | MrgX1 allo act = i | TRPC6 inhibitor = i | MrgX1 antagonist = i | PolyA inh = . | TRPC4 potent = i | MrgX1 agonist = i

Carrying on:
SMILES	AI-2 QS mod	HIF activator	TRPC4 inh	TRPC4 agonist	TRPC6 act	MrgX1 allo act	TRPC6 inhibitor	MrgX1 antagonist	PolyA inh	TRPC4 potent	MrgX1 agonist
Cc1cc(C(=O)NCCCN2CCN(C3CCCCC3)CC2)n(-c2ccccc2)n1	11	0.0	i	i	i	i	i	i	i	i	i
COc1ccc(-n2nc(C(=O)NCC(=O)N3CCN(c4ccccc4OC)CC3)c3ccccc3c2=O)c(OC)c1	23	0.6	i	i	i	i	i	i	i	i	i
COc1ccc(/C=N/NC(=O)c2cnccn2)c(OC)c1OC	17	0.4	i	i	i	i	i	i	i	i	i
COc1ccccc1OCc1ccc(C(=O)N(C)C)o1	-7	0.7	i	i	i	i	i	i	i	i	i
CN(C)CCn1c2c(c(SCC(=O)Nc3ccccc3C(F)(F)F)nc1=O)CCCC2	13	0.0	i	i	i	i	i	i	i	i	i
Cc1[nH]n(-c2ccc([N+](=O)[O-])cc2)c(=O)c1C=NCCN1CCN(C(=O)c2ccc(F)cc2)CC1	7	-0.3	i	i	i	i	i	i	i	i	i
CCc1cc2ccccc2nc1SCC(=O)Nc1cc(C)on1	7	-0.3	i	i	i	i	i	i	i	i	i
CC(C)(C)c1cc(C(=O)NN)n(Cc2ccc(Cl)cc2Cl)n1	7	-0.4	i	i	i	i	i	i	i	i	i
CC(C)CCNC(=O)c1onc(CSc2ccc(Cl)cc2)c1C(=O)NCCC(C)C	-15	-0.3	i	i	i	i	i	i	i	i	i
Cc1ccc(-c2csc3ncnc(N4CCN(c5ccccc5O)CC4)c23)cc1	0	0.4	i	i	i	i	i	i	i	i	i

Screening data deposited in PubChem BioAssay by several laboratories.
